# Source: PubChem
# AmpC det inh: AmpC beta-lactamase inhibition, detergent assay; Potency, µM (highest dose often 28.7 µM), inactives show at the highest dose activity change, negative = inhibition; P00811; AID 584; 71,000 compounds, 0.09% hits; purified AmpC, nitrocefin hydrolysis with detergent; active means well fitted curve in the direction sought with a large enough effect
# Target sequence (P00811 whole entry, looked up): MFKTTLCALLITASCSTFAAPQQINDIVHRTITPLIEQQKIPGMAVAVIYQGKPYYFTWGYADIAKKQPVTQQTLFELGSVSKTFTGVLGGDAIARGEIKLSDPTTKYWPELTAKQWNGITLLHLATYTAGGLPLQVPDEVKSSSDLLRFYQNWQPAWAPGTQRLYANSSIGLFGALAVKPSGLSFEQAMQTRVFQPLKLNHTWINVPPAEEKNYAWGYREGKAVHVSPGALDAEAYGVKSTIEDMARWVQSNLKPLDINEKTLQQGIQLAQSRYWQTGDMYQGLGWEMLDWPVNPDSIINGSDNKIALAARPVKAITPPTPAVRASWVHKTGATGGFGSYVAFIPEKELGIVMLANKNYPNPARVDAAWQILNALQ
#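 E. coli AmpC (5.3 nM) in 20 mM phosphate pH 7.0 with 0.01% Triton X-100, preincubated 15 min RT with compound; nitrocefin (2 uL of 800 uM stock) hydrolysis followed by 480 nm absorbance every 20 s over 4 min.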
# * marks the source's active call; other numbers are inactive results; & = joins results of further samples; [ ] = another dose, or the depositor's remark. On the % scale 0 is the no-effect control and ±100 the full control effect; potency means the concentration at half of the fitted maximal effect. Only part of the results is shown, so the mix of outcomes need not match the whole.
SMILES,AmpC det inh
Cc1ccc(C(=O)Nc2ccc(S(=O)(=O)O)c3cc(S(=O)(=O)O)cc(S(=O)(=O)O)c23)cc1NC(=O)c1cccc(NC(=O)Nc2cccc(C(=O)Nc3cc(C(=O)Nc4ccc(S(=O)(=O)O)c5cc(S(=O)(=O)O)cc(S(=O)(=O)O)c45)ccc3C)c2)c1,-3.4%&-4.2%
CCCCC(=O)NC1(C(F)(F)F)C(=O)N(Cc2ccco2)C(C)=C1C(=O)OC (stereo not drawn),0.4%
O=C1CCO1,8.7%
CCn1c(SCC(=O)c2cc(OC)ccc2OC)nnc1C(C)C,12.4%
N#Cc1cccc(-c2cncnc2-n2ccnc2)c1,7.5%
CC(=O)NC(O)C(=O)c1ccco1 (stereo not drawn),8.6%
CCN1CCCC1CNC(=O)c1cc2c(=O)n(C)c3ccccc3c2n1C (stereo not drawn),10.9%
COc1ccc(OC)c(S(=O)(=O)Nc2ccccc2C(F)(F)F)c1,-1.1%
CCCC(=O)c1cc(O)c(O)cc1O,5.9%
CN(CC1COc2ccccc2O1)c1nc(-c2cccnc2)nc2ccccc12 (stereo not drawn),-5.6%
C=CCNC(=O)CSc1ccc(Cl)cc1,-2.9%
CN1CCN(CCCNC(=O)Cn2ncc3c4ccccc4n(C)c3c2=O)CC1,0.3%
CCOC(=O)C1CCN(C(=O)CN(c2cc(OC)ccc2OC)S(=O)(=O)c2ccccc2)CC1,12.0%
O=C(Nc1cccc(NC(=O)c2nccc3ccccc23)c1)c1ccco1,-3.5%
COc1ccc(NC(=O)N2CCC(c3ccccc3)C2)c(OC)c1 (stereo not drawn),5.9%
C#C[C@]1(O)CC[C@@H]2[C@H]3CCc4cc(OC)ccc4[C@@H]3CC[C@@]21C,-2.7%[12.8 µM]
COc1ccc(OC)c(NC(=O)CC(NCCC2=CCCCC2)C(=O)O)c1 (stereo not drawn),-3.8%
COc1ccccc1-n1c(N)c(C(N)=O)sc1=S,6.8%
COc1ccc(-c2ccc(-c3noc(-c4ccc(OC)c(OC)c4)n3)c(OC)n2)cc1,-2.6%
Cc1cc(N=Cc2cc(Cl)ccc2O)no1,-2.1%
CCCCNC(=O)c1cc2c(=O)n3cccc(C)c3nc2n(Cc2ccncc2)c1=N,0.7%
Cc1ccc(NC(=O)c2c(C)nc(Nc3nc4ccccc4o3)nc2C)cc1,-0.9%
COc1ccccc1NC(=O)N(CCCN1CCOCC1)Cc1cc2cc3c(cc2[nH]c1=O)OCO3,-3.7%
COc1ncc2nc(-c3cn(C)c4ccccc34)c(=O)n(Cc3ccc(F)cc3)c2n1,-4.1%
CCn1c(SCc2nc3ccccc3c(=O)[nH]2)nnc1-c1cccnc1,-0.4%
COc1ccc(NC(=O)NCCN2C(=O)C3C4C=CC(C4)C3C2=O)cc1 (stereo not drawn),12.2%
C=CCn1c(SCC(=O)N2CCCC2)nc2cc(C(=O)NCC3CCCO3)ccc2c1=O (stereo not drawn),11.8%
COCCNC(=O)c1ccccc1NC(=O)C1COc2ccccc2O1 (stereo not drawn),17.2%
CCOCC(=O)Nc1nnc(Cc2ccc(OC)c(OC)c2)s1,2.8%
CC(C)C1N=C2c3ccccc3N=C(SCc3cc(=O)n4cc(Cl)ccc4n3)N2C1=O (stereo not drawn),0.7%
COc1ccc(OC)c(NC(=O)c2nnn(CCc3ccccc3)c2N)c1,11.7%
CCOc1ncccc1C(=O)OCC(=O)Nc1ncc(C(F)(F)F)cc1Cl,-1.7%
COc1ccccc1C(c1nnnn1C(C)(C)C)N1CCCCCC1 (stereo not drawn),-3.9%
COc1ccccc1NC(=O)c1cc(S(=O)(=O)N2CCOCC2)ccc1Cl,-3.3%
O=C(CCCn1c(=O)[nH]c2cc(Cl)ccc2c1=O)NCCCN1CCCC1,-2.9%
Cc1ccc(C)c(NC(=O)NCc2ccc(Cl)cc2)c1,-3.5%[5.75 µM]

# Looked up above:
# COc1ccccc1NC(=O)c1cc(S(=O)(=O)N2CCOCC2)ccc1Cl in AmpC det inh = -3.3%
# COc1ccccc1C(c1nnnn1C(C)(C)C)N1CCCCCC1 (stereo not drawn) in AmpC det inh = -3.9%

# Following part
SMILES,AmpC det inh
Cc1cc(C)nc(/N=C2\NC(=O)CC(C(=O)O)N2c2ccc(Oc3ccccc3)cc2)n1 (stereo not drawn),-4.0%
CCCCn1c(N)c(N(CCC(C)C)C(=O)COC(=O)c2ccco2)c(=O)[nH]c1=O,1.3%
CC(=O)Nc1ccc2nc(-c3cccnc3)[nH]c2c1,7.8%
CCOC(=O)CNC(=O)CSc1nc2ncc(Br)cc2[nH]1,-2.4%
COc1ccc(N2CCN(c3oc(COc4ccc(Cl)cc4Cl)nc3C#N)CC2)cc1,2.5%
CC1CCN(c2nnc(N)s2)CC1,10.0%
COc1ccc(NC(=O)Cn2nnc(C(=O)NCc3ccccc3)c2N)cc1Cl,18.4%
COC(=O)c1cc(NCc2ccccc2F)ccc1N1CCOCC1,-0.5%
COCCCNC(=O)CCn1c(=O)c2ccccc2n(CC(=O)Nc2cc(Cl)ccc2C)c1=O,8.2%
CC(=O)Nc1ccc(C(=O)CSc2nnnn2C(C)C)cc1,12.8%
CN(C)c1nc(N)nc(CSc2n[nH]c(-c3ccccc3)n2)n1,15.2%
CC(C)(C)OC(=O)N1CCC[C@@H]1C(=O)N1CCC(C(=O)O)CC1,-3.3%
O=C(NCCN1CCOCC1)c1noc2c1CCc1ccccc1-2,-2.4%
COc1cc2[nH]c(=S)n(NC(=O)CC(C)C)c(=O)c2cc1OC,-3.7%
Cc1cc2nc(SC(C)C(=O)O)[nH]c2cc1C (stereo not drawn),-3.7%
O=C(c1cccc(Cl)c1)N(Cc1cccs1)C1CCS(=O)(=O)C1 (stereo not drawn),-6.1%
N#CCC(=O)N1CCn2c1nc1ccccc12,1.0%
COC(=O)N1CC=CC1(C)C(=O)NCc1cc(F)cc(C(F)(F)F)c1 (stereo not drawn),16.3%
CCOc1ccc(-n2c(COc3ccccc3)nnc2SCC(N)=O)cc1,-2.2%
Clc1ccc(NC2=NCCC2)cc1Cl,-5.6%
O=C(OCC(=O)N1CCN(C(=O)c2ccco2)CC1)C1=COCCO1,-5.8%
Cc1ccc(N)cc1CN1CCCC1=O,8.3%
CCc1c(O)c2c(c(O)c1C(C)=O)C(=O)c1c(cc(O)c(C(=O)O)c1C(=O)O)C2=O,-2.8%[5.75 µM]
CN1CCN(CC(=O)Nc2sc3c(c2C#N)CCC(C(C)(C)C)C3)CC1 (stereo not drawn),-2.2%

# Random excerpt: 6 compounds from above, in no set order.
SMILES,AmpC det inh
COc1cc2[nH]c(=S)n(NC(=O)CC(C)C)c(=O)c2cc1OC,-3.7%
Cc1cc2nc(SC(C)C(=O)O)[nH]c2cc1C (stereo not drawn),-3.7%
Clc1ccc(NC2=NCCC2)cc1Cl,-5.6%
O=C(c1cccc(Cl)c1)N(Cc1cccs1)C1CCS(=O)(=O)C1 (stereo not drawn),-6.1%
N#CCC(=O)N1CCn2c1nc1ccccc12,1.0%
Cc1ccc(N)cc1CN1CCCC1=O,8.3%

# New compounds follow
SMILES,AmpC det inh
c1csc(-c2nc3nc4ccccc4nc3n2Cc2ccc3c(c2)OCO3)c1,-4.4%
CCCC(=O)Nc1cccc(C(=O)Nc2nccs2)c1,6.3%
COc1ccc(-c2noc(-c3ccccc3C(=O)Nc3cccnc3)n2)cc1,-3.4%
Cc1ccc(OCCC(=O)OCC(=O)Nc2ccc(Cl)cn2)cc1,-7.0%
CCn1c(Cc2ccccc2)nnc1SCC(=O)Nc1nc(C)c(C)s1,10.2%
Cn1c(=O)oc2cc(S(=O)(=O)NCCC(=O)NC3CCCc4ccccc43)ccc21 (stereo not drawn),-2.8%
O=C(c1ccco1)N1CCN(C(c2ccccn2)c2nnnn2C2CCCC2)CC1 (stereo not drawn),2.7%
COc1cccc(NC(=O)c2ccccc2-c2nc(-c3ccc(F)cc3)no2)c1,1.9%
O=C(c1ccc(-c2ccccc2)cc1)N1CCN(c2ncccn2)CC1,-6.2%
CCCCn1c(O)c(C(C)=NCCCN(C)C)c(=O)[nH]c1=O,1.0%
COC(=O)c1cc(OC)c(OC)cc1NC(=O)CCCCCN1C(=O)CCC1=O,-4.8%
CC(C)CC(c1nnnn1C(C)(C)C)N1CCN(C2CCCC2)CC1 (stereo not drawn),-2.6%
CCn1cc(C(=O)Nc2ccc(NC(=O)c3ccco3)cc2)c(=O)c2ccc(C)nc21,-2.6%
COc1ccccc1S(=O)(=O)Cc1ccc(C(=O)N2CCN(c3ccccn3)CC2)o1,10.9%
COc1cccc2cc(C(C)=O)c(=O)oc12,-1.7%
NC(=O)c1c(-c2ccccc2)oc2ccc(O)cc12,-1.1%
CC(NC(=O)CC(O)(C(F)(F)F)C(F)(F)F)c1ccccc1 (stereo not drawn),-5.0%
O=S(=O)(Nc1nc(CN2CCOCC2)nc2sc3c(c12)CCCC3)c1cc(F)ccc1F,8.0%
Cn1c(=O)oc2cc(S(=O)(=O)N3CCCC3)ccc21,10.0%
CCCc1ccc(C(C)NC(=O)c2cnccn2)cc1 (stereo not drawn),9.3%
COCCNc1nc(-c2ccccc2CN(C)C)nc2ccccc12,11.9%
O=C(NCC1CCCO1)C1CC(=O)N(C2CCCCCC2)C1 (stereo not drawn),-0.7%
COc1ccccc1CNc1ccnc(-c2ccc(C(=O)N(C)C)cc2)n1,10.1%
Cc1cc(C(=O)CSc2nnc(Cc3ccccc3)o2)c(C)n1Cc1ccc2c(c1)OCO2,-0.7%
COc1ccc(N(CC(=O)N2c3ccccc3CC2C)S(=O)(=O)c2c(C)nn(C)c2C)cc1 (stereo not drawn),11.3%
NCC12CC3CC(C1)CC(CN)(C3)C2,12.6%
CCCOc1ccc(C(=O)N2CCCC2C(=O)O)cc1 (stereo not drawn),2.1%
Cc1nc(CNS(=O)(=O)c2ccc(Oc3ccccc3)cc2)cs1,-4.1%
COc1ccc(CNc2cc(-c3ccccc3Cl)ncn2)c(OC)c1,12.3%
C#CCN1C(=O)C(O)(CC(=O)c2ccc(OC)c(OC)c2)c2ccccc21 (stereo not drawn),6.5%
CSCC[C@H](NC(=O)OC(C)(C)C)c1nnc(SCc2ccc(F)cc2)o1,-2.0%
CCOc1ccccc1NC(=O)N1CCC(NC(=O)c2ccccc2C)CC1,15.3%
Cc1cc(C)c2oc(-c3ccc(Cl)c(NC(=O)c4ccc(C#N)cc4F)c3)nc2c1,-6.4%
COc1cccc(CNn2c(-c3cccc(C)c3)nc3ccccc3c2=O)c1O,25.3%
O=C(c1cccs1)N1CCN(C(=O)N2CCOCC2)CC1,13.0%
O=C(CSc1nc(-c2ccco2)cc(C(F)(F)F)n1)NCCc1ccccc1,-3.9%
COc1ccc(NS(=O)(=O)c2ccc(OC)c3ccccc23)cn1,-3.2%
COc1cc(OC)c2c(c1)OC(c1ccc(OC)c(OC)c1)C(O)C2=O (stereo not drawn),13.2%
COC(=O)c1ccccc1Nc1cc(C)nc2nc(C)nn12,4.7%
COc1ccc(OC)c(N=CC2=C(O)CC(C)(C)CC2=O)c1,5.1%
COc1cc(/C=C(/C#N)c2ccc(F)cc2)ccc1OCc1ccc(C(=O)O)o1,-7.2%
O=S(=O)(Nc1cccnc1)c1cccs1,-7.0%
CCOC(=O)Cn1cc(C(=O)c2cccs2)c2ccccc21,-2.3%
COc1cc(C(C)=O)ccc1OCC(O)CNCC1(N2CCCCC2)CCCCC1 (stereo not drawn),0.5%
O=C(COc1cccc(Oc2ccccc2)c1)Nc1ncccn1,-2.5%
COc1ccc(C2c3c(-c4ccccc4O)n[nH]c3C(=O)N2CCc2ccc(OC)c(OC)c2)cc1 (stereo not drawn),3.0%
O=C(NCCc1c[nH]c2ccccc12)c1cnc2sccn2c1=O,14.2%
O=C(COc1ccc(S(=O)(=O)N2CCOCC2)cc1)Nc1ccc2c(c1)OCCO2,-1.9%
C=COCCn1c(C)c(C(=O)OCC)c2cc(O)ccc21,5.2%
COc1ccc(NC(C)=O)cc1NC(=O)CSc1nnc(-c2ccc(F)cc2)n1N,-2.4%
COc1ccc(NC(=O)N2CCCC3(CCN(C(=O)c4c(C)noc4C)CC3)C2)cc1,0.4%
CC(=O)Nc1ccc(S(=O)(=O)Nc2ccc(N3CCOCC3)c(F)c2)cc1,-2.9%
Cc1ccc(S(=O)(=O)N2CCCC(c3nnc4n3-c3ccccc3SC4)C2)cc1 (stereo not drawn),13.2%
CC(C)C(OC(=O)C1CCCO1)C(=O)NC1CCCC1 (stereo not drawn),9.0%
COC(=O)C(CC(C)C)NC(=O)CSc1nc(-c2ccccc2)c(C#N)c(=O)[nH]1 (stereo not drawn),0.0%
CCOc1ccccc1C(=O)NC1CC2CCCC(C1)N2Cc1nnnn1Cc1ccco1 (stereo not drawn),3.0%
COc1ccccc1C(=O)N1CCN(CCc2ccccc2)CC1,-2.8%
Cc1ccsc1C(=O)OC1CCOC1=O (stereo not drawn),0.5%
O=[N+]([O-])c1cccc2ccccc12,6.0%
CCOc1ccc(-c2nnc(N)s2)cc1,-0.4%

# In the list so far, these contain a COOH group:
SMILES,AmpC det inh
COc1ccc(OC)c(NC(=O)CC(NCCC2=CCCCC2)C(=O)O)c1 (stereo not drawn),-3.8%
Cc1cc(C)nc(/N=C2\NC(=O)CC(C(=O)O)N2c2ccc(Oc3ccccc3)cc2)n1 (stereo not drawn),-4.0%
CC(C)(C)OC(=O)N1CCC[C@@H]1C(=O)N1CCC(C(=O)O)CC1,-3.3%
Cc1cc2nc(SC(C)C(=O)O)[nH]c2cc1C (stereo not drawn),-3.7%
CCc1c(O)c2c(c(O)c1C(C)=O)C(=O)c1c(cc(O)c(C(=O)O)c1C(=O)O)C2=O,-2.8%[5.75 µM]
CCCOc1ccc(C(=O)N2CCCC2C(=O)O)cc1 (stereo not drawn),2.1%
COc1cc(/C=C(/C#N)c2ccc(F)cc2)ccc1OCc1ccc(C(=O)O)o1,-7.2%
